H9c2 TAG inh – reduces triacylglycerol accumulation in H9c2 cells | Nile Red lipid (TAG) fluorescence; cells loaded with 200 µM oleic acid | inhibition, % at 12.5 µM | actives 0.66% (n = 230,000) | AID 651582;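 active means pattern-corrected inhibition of lipid staining of at least 50% with the nuclear-stain viability signal not falling by more than 50%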;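 further: 0% = DMSO wells and 100% = triacsin C control wells; some results filed as inactive read as strong as hits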
H9c2 TAG inh DAPI viability – further read-out of H9c2 TAG inh, marked with its call; DAPI nuclei signal change (viability), lower = more cytotoxic, %;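 whole-well DAPI fluorescence read on a plate reader as a viability signal; minus 50 percent equals half of cells still viable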
The depositor's hits bear a star. Only part of the results is shown. The share of hits here may be higher or lower than overall.

item	smiles	H9c2 TAG inh	H9c2 TAG inh DAPI viability
1	COCCNC(=O)CN(C(=O)CCC(=O)Nc1ccccn1)c1ccc(C)c(C)c1	12.8	-6.1
2	COc1ccc(-n2c(SC(CN3CCCCC3)CN3CCCC3=O)nc3ccccc3c2=O)cc1 (stereo not given)	1.7	1.0
3	COC(=O)c1c[nH]c2c1-c1cc(C(=O)OCc3ccccc3)n(S(=O)(=O)c3ccc(C)cc3)c1C(=O)C2=O	89.9	-59.0
4	O=C(COC(=O)c1cc(Br)ccc1Cl)NC1CC1	-9.4	-0.5
5	C=CCn1c(-c2ccccc2[N+](=O)[O-])n[nH]c1=S	-1.8	1.1
6	COC(=O)c1ccc(C(=O)OC)c(NC(=O)CSc2nnc(-c3ccccc3Cl)o2)c1	12.6	-1.6
7	COc1ccc(OC)c(S(=O)(=O)N(C)CC(=O)N2CCc3ccccc3C2)c1	10.5	0.1
8	O=C(N/N=C/c1ccc2c(c1)OCO2)C(=O)Nc1ccccc1	-2.3	1.3
9	Cc1ccc(CNC(=O)CSc2nc(C)cc(C)c2C#N)cc1	14.0	0.7
10	CC(C)CCNC(=O)CN(C(=O)CCC(=O)Nc1ccccn1)c1ccc(F)c(Cl)c1	-0.5	-1.0
11	COc1cc(OC)nc(Oc2cccc(Cl)c2C)n1	8.0	-8.7
12	C=CCOc1ccc(CNn2c(C)n[nH]c2=S)cc1OC	-0.8	5.3
13	CC(=O)N(C)c1ccc(C(O)(C(F)(F)F)C(F)(F)F)cc1	-33.7	8.0
14	CCOc1ccc(NC(=O)CN(C)C(=O)c2ccc(N3CCCCCC3)c([N+](=O)[O-])c2)cc1OCC	10.8	6.4
15	CC(C)=CCN1CCN(Cc2ccc3nsnc3c2)CC1CCO (stereo not given)	-3.9	4.7
16	CSC(=NC#N)N1CCN(c2ccc(Cl)cc2)CC1	16.5	4.0
17	CN(C(=O)COc1ccc(Cl)cc1Br)C1CCCCC1	2.1	1.3
18	CCCNS(=O)(=O)c1ccc(OCC(=O)N2CCCC2)cc1	21.9	-3.4
19	CS(=O)(=O)N(CC(=O)N1CCc2ccccc2C1)c1ccc(Br)cc1	-12.6	7.9
20	COC(=O)c1c(N2C(=O)[C@H]3[C@@H](C2=O)[C@]2(C(=O)Nc4c2ccc(C)c4C)N2CCC[C@@H]32)sc(C)c1C	23.6	-1.6
21	Cc1ccc(CNC(=O)c2cncc(Br)c2)cc1	-14.1	11.3
22	COc1ccc(OC)c(-c2csc(NC(=O)COC(=O)C3(C)CC3(Cl)Cl)n2)c1 (stereo not given)	-0.3	0.5
23	NC(=O)c1ccccc1NC(=O)c1ccc2ccccc2c1	10.5	-8.3
24	CCOC(=O)CSc1nc(-c2ccncc2)ccc1C#N	-10.3	5.1
25	COC(=O)c1ccc(OCC(=O)c2ccccc2)cc1	8.7	2.0
26	CCCCOC(=O)Cn1c(=O)n(CC(=O)OCCCC)c2ccccc21	-5.1	-7.9
27	OCCN1CCN(c2cc(C(F)(F)F)nc3c(F)cccc23)CC1	-15.1	0.1
28	COc1ccc(Nc2nc(NCCCN3CCOCC3)nc(N)c2[N+](=O)[O-])cc1	23.4	-5.0
29	Cn1cccc1Cc1nnc(SCC(=O)Nc2ccc(F)cc2)n1CCc1ccccc1	-8.3	-3.2
30	Clc1ccc(SCCn2cncn2)cc1	-3.3	-7.4
31	CN(CC(=O)NCc1ccccn1)S(=O)(=O)c1cc(Cl)ccc1Cl	-4.1	-1.3
32	O=C1CN(C(=O)c2ccccn2)c2ccccc2N1	-3.0	-1.7
33	O=C(COC(=O)c1ccc(Cl)nc1)NCCC1=CCCCC1	-4.1	-1.4
34	Cc1ccc(-c2cccc(C3CC=CC4C3C(=O)N(Cc3ccccc3)C4c3ccc(C(F)(F)F)cc3)c2)cc1 (stereo not given)	-22.2	5.4
35	O=C(C1CCN(S(=O)(=O)c2ccc(Cl)s2)CC1)N1CCN(c2ccccc2)CC1	5.9	0.1
36	Cc1ccccc1CN(C)C[C@@H]1OCc2cnnn2CCCC(=O)N([C@@H](C)CO)C[C@H]1C	5.3	-4.2
37	[O-][n+]1cc(Cl)cc(Cl)c1	8.9	-3.8
38	Cc1cccc(Nc2nnc(SC3CCOC3=O)s2)c1C (stereo not given)	6.6	-1.3
39	CC(C)Cn1c(CN2CCCCC2C)nc2c1c(=O)n(C)c(=O)n2C (stereo not given)	-3.6	-4.6
40	CC(C)C1NCCc2c1sc1ccccc21 (stereo not given)	-2.0	2.0
41	COc1ccc(CCNC(=O)CN(c2ccc(OC)c(OC)c2)S(C)(=O)=O)cc1OC	24.8	-8.5
42	COc1ccccc1C(=O)Nc1ccc(-c2nnn(CC(=O)N3CCN(C(=O)c4ccco4)CC3)n2)cc1	14.8	-13.8
43	CC(C)C[C@@H](CNCC(=O)[C@H](Cc1c[nH]c2ccccc12)NC(=O)c1[nH]cnc1C(=O)N[C@H](CN)CC(C)C)NC(=O)c1nc[nH]c1C(=O)N[C@@H](CC(=O)O)C(=O)O	17.2	-9.0
44	COC(=O)c1sc(NC(=O)CN2CCN(c3cccc(Cl)c3)CC2)c(C(=O)OC)c1C	0.3	2.6
45	Cn1c(=O)c2c(-c3ccccc3)n(-c3ccccc3N)cc2n(C)c1=O	-8.2	-4.8
46	O=C(Cn1cc2c(n1)CCCCC2)NCc1cccs1	-2.4	-3.7
47	CC(Sc1nnc(-c2ccc(OC(F)F)cc2)o1)C(=O)NCC1CCCO1 (stereo not given)	-19.0	-4.2
48	CCOc1ccc(S(=O)(=O)NCCC(=O)N(C)Cc2ccc(C)o2)cc1	4.9	7.9
49	CCCCN(C(=O)C1CCCC1)C1CCS(=O)(=O)C1 (stereo not given)	11.1	-10.6
50	COC(=O)CCn1nnc(-c2ccc(C(C)C)cc2)n1	-10.0	-0.4
51	Cc1cccc(C)c1NC1=NC(=S)N(c2ccc(C(=O)O)cc2)C12CCCCC2	-2.6	4.8
52	Cc1nn(Cc2ccccc2)c(Cl)c1C(=O)OC(C)C#N (stereo not given)	-10.1	7.6
53	CCOC(=O)c1sc(C)c(C(=O)NCCCN2CCOCC2)c1N	8.2	-12.9
54	COc1cc(NC(=O)c2cccs2)ccc1NC(=O)c1ccccc1Cl	-11.8	6.8
55	CC(=O)c1cccc(NC(=O)c2ccc([N+](=O)[O-])o2)c1	77.8	-72.0
56	CC(=O)c1sc(NC(=O)CCN2C(=O)c3ccccc3C2=O)nc1C	7.6	0.8

(cont.)
item	smiles	H9c2 TAG inh	H9c2 TAG inh DAPI viability
57	O=C1CS/C(=C\[N+](=O)[O-])N1c1ccccc1	8.9	-13.4
58	Clc1ccc(CSc2nnc(NC3=NCCCCC3)s2)cc1	10.2	11.8
59	CC1CC(C)CN(CCCNS(=O)(=O)c2ccc3c(c2)oc(=O)n3C)C1 (stereo not given)	0.0	-2.8
60	COc1ccc(SCC(=O)Nc2ccc(N3CCN(C)CC3)c(F)c2)cc1	6.8	9.1
61	COc1ccc(C(=O)O)cc1S(=O)(=O)NC(C)C12CC3CC(CC(C3)C1)C2 (stereo not given)	22.2	-12.2
62	COc1ccc(C(=O)NC(=O)COC(=O)C2COc3ccccc3O2)cc1 (stereo not given)	-11.6	5.5
63	Cc1ccc(C)c(N2CCN(C(=O)CCc3nc(-c4cccc(Cl)c4)no3)CC2)c1	3.6	-6.5
64	Cc1ccc([C@@H]2C[C@H]3[C@@H](CN2S(=O)(=O)c2ccc(C)cc2)C(=O)C[C@@H](c2ccccc2)N3S(=O)(=O)c2ccc(C)cc2)cc1	28.2	-13.1
65	CCOc1ccc(S(=O)(=O)N2CCOCC2)cc1NC(=O)C1=COCCO1	12.9	-1.2
66	COCCCNC(=S)NNC(=O)c1cc(Cl)c(O)c(Cl)c1	-9.4	4.3
67	Cc1c(NC(=O)CSc2ccc3ccccc3n2)c(=O)n(-c2ccccc2)n1C	-3.5	-1.1
68	CSc1ccc(S(=O)(=O)NCC(=O)OCC(=O)N2CC(C)CC(C)C2)cc1[N+](=O)[O-] (stereo not given)	11.2	-0.6
69	NS(=O)(=O)c1ccc(NC(=O)CN2CCN(S(=O)(=O)/C=C/c3ccccc3)CC2)cc1	1.6	1.6
70	O=C(Nc1ccc(Cl)cc1C(=O)c1ccccn1)c1ccccc1	4.7	4.8
71	C=CCn1c(SC(C)C(=O)NC2(C#N)CCCCC2)nnc1-c1ccc(OC)cc1 (stereo not given)	17.7	0.6
72	CCc1nc(N)c(C#N)c(-c2ccc(O)c(OC)c2)c1C	-21.3	-3.0
73	CCOC(=O)Cn1ncn(-c2ccc(OC(F)(F)F)cc2)c1=O	-7.5	7.4
74	CCCCn1c(N)c(N(CC(C)C)C(=O)c2oc3ccc(OC)cc3c2C)c(=O)[nH]c1=O	-9.1	-3.4
75	CCOc1ccc(NCc2nnc(SCc3ccccc3Cl)n2-c2ccccc2)cc1	-12.5	-3.4
76	Cn1c(CN2CCCCC2)nc2cc(NS(=O)(=O)c3ccc(F)cc3)ccc21	-21.4	3.7
77	Nn1c(SCc2cccc(Oc3ccccc3)c2)nnc1C(F)(F)F	-3.4	1.6
78	O=C(Nc1cc(C(=O)Nc2ccccc2C(=O)O)cc(C(=O)Nc2ccccc2C(=O)O)c1)c1ccccc1	8.1	2.8
79	Nc1c(C(=O)CSc2nnc(Nc3ccc(F)cc3)s2)c(=O)[nH]c(=O)n1C1CC1	6.9	-5.7
80	COCc1[nH]c(=S)c(C#N)cc1C(=O)OC	0.7	5.1
81	CCc1sc(/C=C(/C#N)C(N)=S)cc1[N+](=O)[O-]	19.9	-12.4
82	O=C(COc1ccc(Cl)cc1)Nc1ccccc1C(=O)NCc1cccnc1	-9.7	3.3
83	COc1ccc(C(=O)Nc2ccccc2C(=O)NCCCn2ccnc2)cc1	14.2	4.5
84	Cc1ccc(S(=O)(=O)NC(=O)c2ccc(Br)o2)cc1	4.5	-4.4
85	CCOC(=O)C1C(=O)NC(C(=O)OCC)(C(=O)OCC)C1CC (stereo not given)	-7.0	-4.2
86	COc1ccccc1NC(=O)c1c(C)oc2c1CCCC2	-3.8	1.4
87	O=C(CCn1cnc2ccccc21)N=Nc1c(O)[nH]c2ccccc12	12.1	-4.9
88	C/C(=N\NC(=O)c1ccoc1C)c1ccc(Cl)s1	-0.1	0.7

Of the compounds above, these have a CF3 group.
item	smiles	H9c2 TAG inh	H9c2 TAG inh DAPI viability
13	CC(=O)N(C)c1ccc(C(O)(C(F)(F)F)C(F)(F)F)cc1	-33.7	8.0
27	OCCN1CCN(c2cc(C(F)(F)F)nc3c(F)cccc23)CC1	-15.1	0.1
34	Cc1ccc(-c2cccc(C3CC=CC4C3C(=O)N(Cc3ccccc3)C4c3ccc(C(F)(F)F)cc3)c2)cc1 (stereo not given)	-22.2	5.4
73	CCOC(=O)Cn1ncn(-c2ccc(OC(F)(F)F)cc2)c1=O	-7.5	7.4
77	Nn1c(SCc2cccc(Oc3ccccc3)c2)nnc1C(F)(F)F	-3.4	1.6

Some values from above.
#82 in H9c2 TAG inh reads -9.7
#81 in H9c2 TAG inh DAPI viability reads -12.4

Additional results follow:
item	smiles	H9c2 TAG inh	H9c2 TAG inh DAPI viability
89	Cc1ccc(NS(=O)(=O)c2cc(NC(=O)c3ccc4c(c3)NC(=O)CS4)ccc2C)c(C)c1	-4.2	2.2
90	CCCCNC(=O)c1onc(CSc2ccccc2C)c1C(=O)O	-12.6	3.1
91	N#Cc1c(N)oc(-c2ccc3c(c2)OCO3)c1-c1ccc2c(c1)OCO2	0.2	6.4
92	CCOC(=O)c1c(NC(=O)COC(=O)c2ccccn2)sc2c1CCC2	2.4	11.9
93	C=CCn1c(=O)c2ccccc2n2c(SCC(=O)Nc3sc(C)c(CC)c3C(=O)OCC)nnc12	23.1	-14.5
94	O=C1CC(c2ccccc2)C(c2ccccc2)=NN1 (stereo not given)	5.8	-1.8
95	Cc1scc(C(=O)O)c1-c1c(C(=O)O)csc1C	-21.0	0.8
96	COc1cc(C(O)c2nc(/C=C/c3ccc(C(F)(F)F)cc3)cs2)ccc1F (stereo not given)	12.7	-4.2
97	CCCCN1CCS(=O)(=O)N(Cc2ccccc2Br)CC(C(=O)OC)C1 (stereo not given)	-9.1	11.5
98	CCN(CC)C(=O)Oc1ccc2ccccc2c1Br	-3.8	0.2
99	O=C(COC(=O)c1ccc(NS(=O)(=O)c2ccc3c(c2)OCCO3)cc1)NC1CC1	-5.2	-0.8
100	O=C(NC(=S)N(CCO)Cc1ccccc1)c1ccc(S(=O)(=O)N2CCCC2)cc1	-11.1	3.4
101	O=C(c1ccc(Cn2c(=O)[nH]c3ccccc3c2=O)cc1)N1CCN(c2ccccc2)CC1	-17.9	-9.0
102	COc1c(C)cccc1C(=O)NC(=S)Nc1ccc2c(c1)Cc1ccccc1-2	-1.5	-2.7
103	COc1ccc(CCNS(=O)(=O)c2ccc3c(c2)n(C)c(=O)c(=O)n3C)cc1OC	-4.3	2.6
104	c1ccc(C2NCCn3cccc32)cc1 (stereo not given)	-26.8	7.3
105	NC(=O)c1ccsc1NC(=O)COC(=O)c1nc(Cl)ccc1Cl	7.1	0.4
106	C[N+](C)(C)C/C=C1/COCO1	5.6	6.1
107	O=C(Nc1ccccc1)C(CCCCN1C(=O)c2ccccc2C1=O)N1C(=O)c2ccccc2C1=O (stereo not given)	1.3	-2.5
108	O=C(Nc1nc(-c2ccccn2)cs1)c1cccc(-n2cnnn2)c1	72.7*	-44.5*
109	Cc1cccc2cc(C#N)c(NCc3ccccc3)nc12	-12.3	15.7

Compound activity from PubChem.
